# Pf gamet viab: inhibitors of late stage P. falciparum gametocyte viability | P. falciparum stage V gametocytes, ATP luminescence, 24 h | inhibition, % at 10.9 µM | actives 0.065% (n = 150,000) | AID 743093;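 active = inhibition above the mean plus 3 SD of compounds within the control limits, set per campaign, cut at about 38% in these data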;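 also: 0% = DMSO wells and 100% = medium only without gametocytes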
# Mcl1-Noxa inh: Mcl-1/Noxa interaction inhibition; Q07820; AID 1022; actives 1.5% (n = 220,000); TR-FRET Mcl-1/Noxa peptide binding, 2 h; inhibition, % at 21.7 µM;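 active = compounds that cut the protein-peptide binding signal by more than 50% relative to plate controls in a single-dose test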;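 also: His-tagged Mcl-1 with rhodamine Noxa BH3 peptide and terbium anti-His antibody; 0% = Mcl-1 plus Noxa peptide wells and 100% = peptide-only wells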
# Target sequence (Q07820 whole entry, looked up): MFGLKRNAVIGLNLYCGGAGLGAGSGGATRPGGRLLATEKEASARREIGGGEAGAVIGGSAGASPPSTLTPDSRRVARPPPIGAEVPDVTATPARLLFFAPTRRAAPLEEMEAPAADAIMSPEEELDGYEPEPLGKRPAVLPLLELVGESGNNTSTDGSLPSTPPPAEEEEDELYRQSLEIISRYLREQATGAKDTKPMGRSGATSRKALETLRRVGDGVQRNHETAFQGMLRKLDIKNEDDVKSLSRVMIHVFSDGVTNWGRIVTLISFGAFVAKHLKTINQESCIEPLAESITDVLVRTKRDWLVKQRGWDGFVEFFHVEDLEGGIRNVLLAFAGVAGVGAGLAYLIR
# Avidin fluor: avidin bead compound fluorescence profile | Avidin beads, compound fluorescence 488/530 nm, flow cytometry; active compounds read high | fluorescence (KMESF) at 10 µM | actives 0.38% (n = 220,000); in the data active = fluorescence above about 47; also: inactives centre near 10
# * marks the source's active call; other numbers are inactive results; . = not tested or not shown. The list is partial; count on the stated rates, not on these rows.
SMILES,Pf gamet viab,Mcl1-Noxa inh,Avidin fluor
C[C@@H](C(=O)Nc1ccc2ccccc2c1)[C@@H]1C[C@@]1(C)[C@@H](N)c1ccccc1,-32,.,.
CCCCCCSc1ccc([C@@H]2[C@@H]3C(=O)N(CC)C(=O)[C@@H]3[C@]3(C(=O)OC)CCCCN23)cc1,-4,.,.
Cc1ccc(-c2csc(N3CCC(C(N)=O)CC3)n2)cc1,-1,.,.
CCn1c(C)nnc1SCC(=O)Nc1cccc(Cl)c1,16,.,.
CCN1C(=O)[C@H]2[C@@H](c3ccc(-c4ccc(Cl)c(Cl)c4)cc3)N[C@@](Cc3ccccc3)(C(=O)OC)[C@H]2C1=O,-21,.,.
CCc1ccc(N2C(=O)C3C4C=CC(CC4)C3C2=O)cc1 (centres undefined),-8,.,.
Cc1ccc(C(=O)NCc2ccc3c(c2)OCO3)c(C)c1,-10,.,.
Cc1cc(N/N=C/c2ccc(O)cc2O)c2ccccc2n1,16,.,.
Brc1cccc(Nc2nc(-c3cccnc3)cs2)c1,20,.,.
CCN(C(=O)CCc1ccccc1)C1CCCCC1,8,.,.
CC1(C)Cc2c(sc3ncnc(NN)c23)CO1,5,.,.
O=c1cc(-c2ccccc2)c2ccc(O)cc2o1,-17,.,.
C/C(=N/NC(=O)c1ccc(C(C)(C)C)cc1)c1ccccn1,-2,.,.
N#Cc1ccc(OCCN2CCc3ccccc3C2)cc1,16,.,.
CCOC(=O)c1cc(-c2ccccc2C)nn1CC1CC(c2cccnc2)=NO1 (centres undefined),12,.,.
COc1cc(CCCN2CCNC[C@H]2Cc2cccc3ccccc23)cc(OC)c1OC,-27,.,.
Cc1ccc(-c2n[nH]c(=O)c3ccccc23)cc1S(N)(=O)=O,-12,.,.
Oc1ccc(Br)cc1CNc1nccs1,-58,.,.
CN1C(=O)C(=O)N(c2cccc(C(F)(F)F)c2)C1=O,-24,.,.
C#CCOCCOCCOCCNc1nc(N2CCN(C(=O)Cn3cc(CCCCN)nn3)CC2)nc(N2CCN(C(=O)Cn3cc(CCCN=C(N)N)nn3)CC2)n1,6,.,.
CC(NC(=O)CCl)c1ccccc1Br (centres undefined),-6,16,.
COc1ccc(NC(=O)COC(=O)CCNS(=O)(=O)c2ccc(Cl)cc2)cc1,18,-19,.
CCOC(=O)c1ccc(NC(=O)c2nc[nH]c2C(=O)NC2CCN(C(=O)OC(C)(C)C)CC2)cc1,-23,-37,.
O=C1NN(c2cccc(Br)c2)C(=O)/C1=C/c1cccs1,13,44,.
CCCCOC(=O)CCCN1C(=O)/C(=C2\SC(=S)N(CCCC(=O)OCCCC)C2=O)SC1=S,17,-12,.
CCOC(=O)C(=CNc1nc2ccc(C(=O)OCC)cc2s1)C(=O)OCC,15,1,.
O=C(NC(=S)N1CCCCC1CO)C12CC3CC(CC(C3)C1)C2 (centres undefined),-15,7,.
Cc1ccc(NC(=O)c2ccc(=O)[nH]c2)cc1S(=O)(=O)N1CCCCC1,-1,9,.
Cc1ccc(/C=C/C(=O)N2CCN(S(=O)(=O)c3cccs3)CC2)o1,-11,-1,.
CN(CC(=O)Nc1ccccc1F)S(=O)(=O)c1ccc2c(c1)n(C)c(=O)c(=O)n2C,8,10,.
O=C(NCCCN1CCCC1=O)[C@H](CSCc1ccccc1)N1Cc2ccccc2C1=O,1,-29,.
OC(C#CCN1CCCC1)(c1ccccc1)c1cccnc1 (centres undefined),22,11,.
Cc1sc2ncn(/N=C/c3ccco3)c(=O)c2c1C,-12,-15,.
CC12COC3(C(=O)N4CCN(c5ccccn5)CC4)CC1CCC32C (centres undefined),9,-24,.
COc1ccccc1OCCC(=O)N1CCN(c2ccccc2OC)CC1,-13,-3,.
O=C1CN(C(=O)COC(=O)CCNS(=O)(=O)c2ccc(Cl)cc2)c2ccccc2N1,3,2,.
COc1cc(/C=C/C(=O)O)cc(Br)c1O,-11,-5,.
CN(C)CCCn1c(SCC(=O)Nc2nc(-c3cccc(Br)c3)cs2)nc2ccccc2c1=O,-6,43,.
Cc1nc(SC(C)C(=O)Nc2cccc(C(F)(F)F)c2)c2c(C)c(C(=O)O)sc2n1 (centres undefined),-9,8,.
CCOc1cc(C2NC(=S)NC(C)=C2C(=O)Nc2ccccc2)ccc1O (centres undefined),-16,6,.
O=C(O)c1ccc(/C=N/NC(=O)c2ccc(CN3c4cccc5cccc(c45)S3(=O)=O)cc2)cc1,15,30,.
CC(C)(C)NC(=O)c1ccccc1-c1nc2ccccc2s1,-16,5,.
CC(C)c1ccc(NC(=S)NNc2ccc(Cl)c(C(=O)O)c2)cc1,11,15,.
COCCNC(=O)[C@H](CSCc1ccccc1)N1Cc2ccccc2C1=O,-8,-21,.
Cc1cc(C(=O)CSc2cccc[n+]2[O-])c(C)n1-c1ccc(OC(F)F)cc1,23,12,.
CCC(=O)Nc1ccc(-n2nnnc2SCC(=O)NNC(=O)c2ccco2)cc1,-1,-2,.
Cc1c(Cl)cccc1NC(=O)c1ncn[nH]1,13,-4,.
CC(C1CC2CCC1C2)n1c(-c2cccs2)n[nH]c1=S (centres undefined),7,-42,.
CSCCC(NC(=O)C1CCCCC1)c1nc2ccccc2[nH]1 (centres undefined),-11,-29,.
CC12CCC(C(=O)NNc3ccccc3)(C(=O)C1=O)C2(C)C (centres undefined),-11,1,.
COc1ccc(NC(=O)Cn2nc(Cc3cccnc3)c3ccccc3c2=O)c(OC)c1,-12,11,.
Cc1ccc(NC(=O)CN(C)CC(=O)NC2CCCc3ccccc32)cc1 (centres undefined),9,17,.
CCN1C(=O)c2ccccc2S(=O)c2ccc(C(=O)N3CCOCC3)cc21 (centres undefined),16,-3,.
S=c1nc(C2CC2)n(-c2ccccc2)[nH]1,5,-6,.
COC(=O)c1cc(NS(=O)(=O)c2ccc(Cl)c(N3C(=O)c4ccc(C(=O)O)cc4C3=O)c2)cc(C(=O)OC)c1,7,20,.
CC(C)CCN(C(=S)Nc1cccc(C(F)(F)F)c1)C(C)c1ccccn1 (centres undefined),11,13,.
CN(C(=O)CSc1nc2ccc([N+](=O)[O-])cc2s1)C1CCS(=O)(=O)C1 (centres undefined),-7,-19,.
Cc1ccc(-c2nnc(SCC(=O)NC3CC3)n2N)cc1,-21,-19,.
CCCCNC(=O)COC(=O)c1ccccc1F,13,0,.
Cc1ccc(S(=O)(=O)N2CCC(C(=O)OC(C)C(=O)NC(N)=O)CC2)cc1C (centres undefined),-10,1,.

# Reprinted at random: seven records from the list
SMILES,Pf gamet viab,Mcl1-Noxa inh,Avidin fluor
CN(C(=O)CSc1nc2ccc([N+](=O)[O-])cc2s1)C1CCS(=O)(=O)C1 (centres undefined),-7,-19,.
COC(=O)c1cc(NS(=O)(=O)c2ccc(Cl)c(N3C(=O)c4ccc(C(=O)O)cc4C3=O)c2)cc(C(=O)OC)c1,7,20,.
Cc1ccc(-c2nnc(SCC(=O)NC3CC3)n2N)cc1,-21,-19,.
CSCCC(NC(=O)C1CCCCC1)c1nc2ccccc2[nH]1 (centres undefined),-11,-29,.
CCCCNC(=O)COC(=O)c1ccccc1F,13,0,.
Cc1ccc(S(=O)(=O)N2CCC(C(=O)OC(C)C(=O)NC(N)=O)CC2)cc1C (centres undefined),-10,1,.
S=c1nc(C2CC2)n(-c2ccccc2)[nH]1,5,-6,.

# Some of these compounds in order of their number in Mcl1-Noxa inh, smallest number first:
SMILES	Mcl1-Noxa inh	Avidin fluor
CSCCC(NC(=O)C1CCCCC1)c1nc2ccccc2[nH]1 (centres undefined)	-29	.
CCN1C(=O)c2ccccc2S(=O)c2ccc(C(=O)N3CCOCC3)cc21 (centres undefined)	-3	.
CC(C)CCN(C(=S)Nc1cccc(C(F)(F)F)c1)C(C)c1ccccn1 (centres undefined)	13	.

# (next part)
SMILES,Pf gamet viab,Mcl1-Noxa inh,Avidin fluor
CC(C)N1CCC2(CC1)Oc1ccc(Br)cc1C1CC(c3cccnc3)=NN12 (centres undefined),15,12,.
COc1cc2c(cc1OC)C(c1cccs1)N(C(=O)c1ccc(S(=O)(=O)N(C)C)cc1)CC2 (centres undefined),10,13,.
O=C(NNC(=O)c1n[nH]c(=O)c2ccccc12)c1ccc(Br)cc1,-4,-21,.
c1ccc(Nc2ccccn2)nc1,6,4,.
COCCNc1ccc(-c2nn(C)c(=O)c3ccccc23)cc1[N+](=O)[O-],7,3,.
COc1ccccc1NC(=S)N1CCNC(=O)C1CC(=O)Nc1cccc(C)c1 (centres undefined),-5,-1,.
CCN(CC)S(=O)(=O)c1ccc(N2CCCC2)c(C(=O)OCC(=O)Nc2cc(C)on2)c1,-13,8,.
CCCCN1C(=O)/C(=C(/C#N)C(=O)N2CCCC2)c2ccccc21,-13,-4,.
CCN(CC)S(=O)(=O)c1ccc(N2CCOCC2)c(NC(=O)COc2ccc(Cl)cc2)c1,27,-6,.
Cc1cc(C)nc(N2CCCC(C(=O)NNC(=O)c3ccncc3)C2)n1 (centres undefined),5,-26,.
COCCCN(C(=S)Nc1cc(Cl)cc(Cl)c1)C(C)c1ccccn1 (centres undefined),17,-12,.
COCCN(C(=S)Nc1cccc(Cl)c1C)C(C)c1ccco1 (centres undefined),-20,20,.
CCC(=O)N1CCC2(CC1)Oc1ccc(Cl)cc1C(=O)C21CC(c2cccnc2)=NO1 (centres undefined),-12,11,.
c1ccc2oc(NC3=NCN(C4CCCCC4)CN3)nc2c1,20,25,.
C#Cc1ccc([C@@H]2C=C(C(=O)NC3CC3)O[C@H](OCC)[C@H]2CCCO)cc1,-4,-7,.
Cc1cc(=O)oc2cc(OCC(=O)Nc3nnc(C4CC4)s3)ccc12,-2,6,.
O=C(NC1=NCCS1)c1cc(-c2cccs2)nc2ccccc12,0,8,.
CC(=O)c1cccc(NC(=O)C(C)N2CCc3ccccc3C2)c1 (centres undefined),-17,-11,.
CCN(CC)C(=O)CSc1nnc(CSc2ncccn2)n1C,-5,-7,.
Cn1c(=O)c2c(ncn2CC(=O)N2CCCCCC2)n(C)c1=O,10,-15,.
O=C(/C=C/c1ccc(F)cc1)N1CC[C@@]2(O)CCCC[C@H]2C1,0,-10,.
COCCCNC(=O)c1cc(C)nn1-c1ccccc1,8,28,.
COCCN(C(=S)Nc1ccccc1C)C(C)c1ccco1 (centres undefined),-8,-6,.
CCn1c(-c2cccc(S(=O)(=O)N3CCCC3)c2)n[nH]c1=S,-14,1,.
CCCCCCNS(=O)(=O)c1ccccc1Br,0,-5,.
O=C(COC(=O)/C=C/c1cn(-c2ccccc2)nc1-c1ccc2c(c1)OCCO2)NC1CCS(=O)(=O)C1 (centres undefined),10,-19,.
COc1ccc(NC(=O)C(Cc2ccccc2)n2cccc2)c(OC)c1 (centres undefined),-2,-17,.
CCCCNC(=O)c1cc(C)nn1-c1ccccc1,-3,5,.
COc1cc(C(=O)N2CCc3ccccc32)ccc1OCc1c(C)noc1C,10,-8,.
O=C(O)CNS(=O)(=O)c1cccc(Cl)c1,2,5,6
CCN(CC)CCn1c2ccccc2c2nc3ccc([N+](=O)[O-])cc3cc21,-14,11,8
CCOc1ccc(/C(O)=C2/C(=O)C(=O)N(c3ncccn3)C2c2ccc(Cl)cc2)cc1 (centres undefined),17,34,8
Cc1ccc2cc3c(nc2c1)OCC3,-2,-1,6
COc1cc([N+](=O)[O-])cc(/C=N/NC(=O)c2cccnc2)c1O,-20,33,3
COc1ccccc1NC(=O)Nc1ccccc1N1CCOCC1,19,-7,7
Cc1cc2c(cc1C)CN(c1ccccc1)C2,-28,7,6
O=C(COC(=O)CCc1nc2ccccc2c(=O)[nH]1)Nc1ccc(Cl)cn1,-20,-3,49*
Cc1ccc(NC2CC(C)NC(=S)N2)cc1 (centres undefined),7,2,4
Cc1nc(C(=O)NC2CC2)sc1C1(C)CC(c2ccccc2)=NO1 (centres undefined),-14,-17,8
COc1c(O)cc2oc(-c3ccc(O)cc3)cc(=O)c2c1O,16,-73,10
Cn1cc(CCNC(=O)CC2C(=O)NCCN2CC(c2ccccc2)c2ccccc2)cn1 (centres undefined),22,-6,8
O=c1[nH]cnc2ccc([N+](=O)[O-])cc12,12,-33,8
Cc1cc(Cl)ccc1NNC(N)=S,9,-11,6
S=c1[nH]nc(-c2ccco2)n1/N=C/c1c(Cl)cccc1Cl,15,24,8
CCOC(=O)c1sc(=S)n(-c2ccc(OC)cc2)c1N,19,2,6
Cc1cc(C)c2c3c(sc2n1)C(=O)N(c1ccccc1C)CC(=O)N3,15,0,6
COc1ccc(C(=O)NC(=S)Nc2nc(C)cc(C)n2)cc1Br,-35,1,7
O=C(O)c1cc(-c2ccco2)nc2cc3ccccc3cc12,-18,32,9
CN1C(C(=O)NCc2ccccc2)CC2Cn3c(nc4cc(Cl)c(Cl)cc43)C21 (centres undefined),25,11,7
CC(=O)Nc1cc2cc(NS(=O)(=O)c3ccc(Cl)cc3)ccc2oc1=O,4,-7,6

# 6 entries from above, with two lines to a compound.
# Each structure is followed by: Pf gamet viab, Mcl1-Noxa inh, Avidin fluor
O=c1[nH]cnc2ccc([N+](=O)[O-])cc12
→ 12, -33, 8
Cc1cc(Cl)ccc1NNC(N)=S
→ 9, -11, 6
S=c1[nH]nc(-c2ccco2)n1/N=C/c1c(Cl)cccc1Cl
→ 15, 24, 8
CCOC(=O)c1sc(=S)n(-c2ccc(OC)cc2)c1N
→ 19, 2, 6
Cc1cc(C)c2c3c(sc2n1)C(=O)N(c1ccccc1C)CC(=O)N3
→ 15, 0, 6
COc1ccc(C(=O)NC(=S)Nc2nc(C)cc(C)n2)cc1Br
→ -35, 1, 7
